L929 necroptosis – inhibitors of zVAD-triggered necroptosis, primary screen, L929 cells; L929 zVAD necroptosis rescue, ATP luminescence, 24 h; with zVAD 60 µM; AID 1377, 2008; 0.38% of 220,000 active; viability rescue, % at 10 µM;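 active = activation, scaled between plate controls, above about 75%, limit read from the data; inactive = activation under that limit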;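 also: 0% = zVAD with DMSO and 100% = DMSO alone without zVAD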
Runt-SMMHC FRET – inhibitors of RUNX1 Runt–CBFb-SMMHC binding, primary screen, biochemical, FRET, Cerulean-Runt, Venus-CBFb-SMMHC, uHTS. inhibition, % at 20 µM. Runt-related transcription factor 1 (Homo sapiens) + Core-binding factor subunit beta …. Cerulean-Runt/Venus-CBFb-SMMHC FRET ratio 530/480, 1 h. 0.74% of 220,000 active;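 active = mean inhibition across duplicate retests at 20 µM reaching about 50%, limit read from the data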;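 also: 0% = DMSO wells and 100% = wells with excess untagged CBFb-SMMHC; inhibitors lower the FRET ratio by blocking Runt binding to CBFb-SMMHC; some results filed as inactive read as strong as hits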
PGE2 EP2 inh – human EP2 receptor antagonists, primary screen, TR-FRET cAMP, C6 glioma cells; 0.52% of 260,000 active; inhibition, % at 25 µM; C6 glioma cells expressing human EP2; cells stimulated with saturating PGE2; Prostaglandin E2 receptor EP2 subtype (Homo sapiens), P43116;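 active = percent inhibition above 40 after rounding to a whole number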;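 also: rat C6 glioma host cells with rolipram phosphodiesterase inhibitor present; the protocol text gives 20 µM as final concentration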
Target sequence (P43116 whole entry, looked up): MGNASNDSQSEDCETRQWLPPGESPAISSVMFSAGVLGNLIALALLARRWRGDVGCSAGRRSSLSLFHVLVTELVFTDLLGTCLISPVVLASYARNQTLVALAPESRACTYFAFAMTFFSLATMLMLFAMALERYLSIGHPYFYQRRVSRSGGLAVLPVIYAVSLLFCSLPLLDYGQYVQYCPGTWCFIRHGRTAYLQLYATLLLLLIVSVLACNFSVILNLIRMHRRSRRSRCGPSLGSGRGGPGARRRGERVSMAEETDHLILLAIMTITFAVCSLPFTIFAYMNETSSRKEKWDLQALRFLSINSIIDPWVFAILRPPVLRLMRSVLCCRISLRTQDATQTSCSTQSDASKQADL
PERK inh – block of dimerizer-induced PERK translation repression, primary screen, PERK inhibitor project, CHO PERK-DD cells, SEAP luminescence, HTS; inhibition, % at 5.6 µM; Eukaryotic translation initiation factor 2-alpha kinase 3 (Homo sapiens), Q9NZJ5; CHO PERK-DD fusion, SEAP luminescence translation reporter; 0.17% of 220,000 active;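 active = inhibition above the mean inhibition of all tested compounds plus 3 SD, set separately per screening campaign, cut at about 2.9% in these data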;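 also: PERK kinase domain activated by AP20187 dimerizer at 100 nM; 0% = DMSO with dimerizer and 100% = rapamycin at 8.4 µM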
EP2 modulator – EP2 receptor modulators, cAMP readout, primary screen, cell-based, HTRF cAMP, PGE2 stimulation; EP2-expressing cells, cAMP HTRF FRET, PGE2 co-stimulation; induction, % at 25 µM; 0.83% of 260,000 active; AID 940, 2007;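 active = compounds whose cAMP rise, as percent of the full-agonist control response, exceeds 60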;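 also: rat C6 glioma line stably carrying human EP2 under a CMV promoter; the protocol text gives 20 µM as final concentration; 100% = response of wells given 1 µM PGE2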
TNF death inh – inhibitors of TNF-alpha triggered necroptosis, primary screen, cell-based, Jurkat FADD-/-, single concentration | 0.068% of 220,000 active | Jurkat FADD-/- TNF necroptosis rescue, ATP luminescence, 24 h; 0 = TNF only, 100 = no-TNF cells | activation (protection from cell death), % at 10 µM | AID 463075, 2010;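 active = activation, meaning protection from cell death, of at least 50% relative to plate controls; inactive = activation below 50%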;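 also: necroptosis triggered by 40 ng/mL TNF-alpha added together with compound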
RBBP9 inh – human RBBP9 inhibitors, primary screen, biochemical, fluorescence polarization, FP-Rh probe, HTS; Serine hydrolase RBBP9 (Homo sapiens), O75884; recombinant RBBP9; inhibition, % at 7.94 µM; 0.2% of 220,000 active; AID 1515, 2009;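 active = inhibition above the campaign mean of all tested compounds plus 3 SD, cut at about 14% in these data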;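 also: plate controls were DMSO wells with RBBP9 for no effect and wells lacking RBBP9 protein for full effect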
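Test system: recombinant human RBBP9. Quantity: 2.5 µM RBBP9 dispensing solution, before mixing. Detection: FP readout at 525/598 nm. Reagent: Serine-hydrolase probe FP-Rh, 375 nM pre-mixing. Measure: % inhibition. Control set: DMSO-treated enzyme wells and wells lacking RBBP9. Buffer or medium: Tris-NaCl-Pluronic buffer, pH 8.0. Times: preincubation 30 min plus labeling 45 min at 25 °C.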
Runt-CBFb FRET – inhibitors of RUNX1 Runt–CBFb binding, primary screen, biochemical, FRET, Cerulean-Runt, Venus-CBFb, uHTS. Cerulean-Runt/Venus-CBFb FRET ratio 530/480, 1 h. inhibition, % at 20 µM. 0.46% of 220,000 active;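 active = inhibition over about 50% at 20 µM in the single-dose screen, limit read from the data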;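 also: 0% = DMSO wells and 100% = excess unlabeled CBFb competitor control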
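Assay system: Cerulean-tagged RUNX1 Runt domain (FRET donor) fusion protein / Amount: 100 nM each of Venus-CBFb and Cerulean-Runt domain / Medium: Tris buffer pH 7.5 with salts and BSA / Also added: Venus-CBFb 100 nM / Schedule: 1 h complex formation plus 1 h compound treatment, room temperature / Signal: FRET fluorescence / Read-out: loss of energy transfer signal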
Hck-Nef inh – inhibitors of Nef-activated human Hck kinase, primary screen, biochemical, Z-Lyte FRET, 384-well, Hck-YEEI; 0.68% of 220,000 active; inhibition, % at 20 µM; Tyrosine-protein kinase HCK (Homo sapiens), P08631; AID 463187, 2010; Recombinant Hck-YEEI plus Nef, Z-Lyte FRET kinase assay;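 active = Hck-Nef kinase inhibition above about 50%, limit read from the data; inactive = inhibition below that limit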;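 also: 0% = DMSO with Hck plus Nef and 100% = Hck alone without Nef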
Target sequence (P08631 whole entry, looked up): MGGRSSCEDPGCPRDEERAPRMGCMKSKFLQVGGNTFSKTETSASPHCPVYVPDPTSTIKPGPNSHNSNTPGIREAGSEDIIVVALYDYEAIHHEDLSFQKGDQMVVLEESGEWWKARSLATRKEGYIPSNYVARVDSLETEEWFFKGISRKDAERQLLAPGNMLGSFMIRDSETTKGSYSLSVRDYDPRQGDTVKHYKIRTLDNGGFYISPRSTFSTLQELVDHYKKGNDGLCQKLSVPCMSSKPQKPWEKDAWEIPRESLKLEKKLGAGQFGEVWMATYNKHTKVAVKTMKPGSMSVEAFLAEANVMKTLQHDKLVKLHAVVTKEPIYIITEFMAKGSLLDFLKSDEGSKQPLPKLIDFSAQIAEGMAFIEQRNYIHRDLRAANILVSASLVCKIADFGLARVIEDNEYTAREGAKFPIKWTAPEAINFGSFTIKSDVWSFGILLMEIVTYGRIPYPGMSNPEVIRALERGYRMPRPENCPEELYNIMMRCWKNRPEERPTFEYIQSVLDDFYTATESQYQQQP
Numbers without * were called inactive; nt = not tested or not shown; & = joins results of further samples.

canonical_smiles,L929 necroptosis,Runt-SMMHC FRET,PGE2 EP2 inh,PERK inh,EP2 modulator,TNF death inh,RBBP9 inh,Runt-CBFb FRET,Hck-Nef inh
O=C(c1nc2n(n1)C(c1ccc(Cl)cc1)C=C(c1ccccc1)N2)N1CCOCC1 (stereo not given),-0.4,62.0*,nt,-1.1,-18.1,-0.3,-7.7,-15.9,-24.5
O=C(Nc1cccc(F)c1)NC1(C(=O)N2CCN3CCCC3C2)CCCCC1 (stereo not given),nt,-3.1,9.1&6.3,0.0,4.1&7.9,0.7,-10.4,-1.6,-7.1
O=[N+]([O-])c1ccc(-c2nnc(-c3ccccc3)c(N3CCOCC3)n2)cc1,-0.4,-1.0,3.2,0.6,11.2,-0.6,0.1,-0.8,1.8
Brc1cc(/C=N/n2cnnc2)oc1Br,0.6,-3.5,7.0,0.4,-15.0,-0.1,-14.7,0.5,21.8
Cc1c(O)c(=O)c2ccccc2n1C,7.1,18.3,18.5,0.4,3.7,0.9,-7.7,18.6,-0.6
CCN(CC)C(=O)CN1C(=O)C2(NC(=O)c3ccccc3N2)c2ccccc21 (stereo not given),0.7,5.6,8.0,1.2,16.6,0.2,2.3,3.7,-0.6
Cc1cccc2cc(CN(CC3CCCO3)C(=O)c3ccco3)c3nnnn3c12 (stereo not given),0.5,nt,8.2&4.0,0.4,11.2&-17.6,1.0,3.2,nt,22.7
Cc1cc(C(=O)NC2CCCc3ccccc32)no1 (stereo not given),-0.2,-2.0,6.2,0.1,22.6,1.1,-5.9,-0.7,3.4
CN1C(=S)SC(/[N+]([O-])=C\c2cccs2)C1(C)C (stereo not given),-0.4,-5.0,22.2,0.9,3.7,-2.4,7.9,-0.3,0.2
O/N=C/c1cc(Br)ccc1OCc1ccccc1F,0.3,nt,10.5,-1.4,nt,-5.7,-13.3,nt,0.4
O=C(Nc1ccc2c(c1)OCO2)C1CCN(C(=O)c2ccc([N+](=O)[O-])cc2)CC1,0.6,-1.9,3.6,0.2,-18.7,0.5,-3.3,0.0,24.7
CCOC(=O)CNC(=O)c1cccnc1Oc1ccc(Cl)cc1,-0.7,1.0,2.5,1.5,-11.3,0.9,-6.7,0.8,11.5
Cc1cccc(OC2CCN(Cc3nc(CC4CC4)no3)CC2)c1,-0.1,1.7,5.1,3.0*,-15.8,1.1,4.2,-3.3,-11.0
O=C(CCC1CCCN(C(=O)c2cc(C3CC3)[nH]n2)C1)N1CCN(c2ccccn2)CC1 (stereo not given),0.4,-0.3,4.3,0.1,-76.7,-1.1,-8.1,-1.0,22.0
CS(=O)(=O)N(Cc1ccccc1Cl)c1ccc(C(=O)NCc2ccccn2)cc1,-0.1,2.5,10.5,-0.8,3.3,1.3,-9.1,0.5,1.1
O=c1c2cccnc2n(-c2ccccc2)n1Cc1ccc(Cl)cc1,0.6,-6.7,9.2,0.0,21.0,1.3,0.5,0.0,20.9
C=CCNC(=O)c1ccc(-n2cccc2)cc1,3.4,-0.9,3.2,0.8,3.8,0.6,-6.6,-0.7,19.6
CS(=O)(=O)N(CC(=O)NC1CCCC1)Cc1ccc(F)cc1,1.2,-1.6,10.0,1.0,22.5,-1.0,-6.2,-0.2,17.4
Cc1cc(/C=C2/C(=O)N(C)C(=S)N2C)ccc1N1CCCC1,-0.1,-45.7,4.2,1.8,21.8,-3.3,-1.3,-18.6,-10.2
O=C(CSc1nnc(Cn2c(=O)sc3ccccc32)n1CCc1ccccc1)N1CCOCC1,-0.7,0.7,4.7,-0.9,-1.3,-3.1,-15.4,-8.5,3.4
O=C(CCn1nnc(-c2cccs2)n1)N1CCc2ccccc2C1,-0.5,1.5,3.3,1.2,-12.6,0.1,-0.7,2.0,1.2
Cc1cc(=O)oc2ccc(OCC(=O)NCc3ccco3)cc12,-0.8,-3.4,9.1,-0.8,-1.7,-1.4,-6.3,-0.7,-0.1
Cc1c(N2C(=O)/C(=C/C3CC=CCC3)SC2=S)c(=O)n(-c2ccccc2)n1C (stereo not given),0.7,4.2,5.5,-0.3,-18.5,-5.7,-3.0,24.7,17.7
CC(C)(C)C(=O)CCN1C(=O)C2(OCCO2)c2ccccc21,0.0,-0.5,12.5,-0.8,11.1,1.3,-3.0,2.3,1.0
CCOC(=O)CSc1ccc(S(=O)(=O)N2CCC(C)CC2)cc1[N+](=O)[O-],nt,-2.5,6.0,0.0,11.2,2.5,-4.9,-1.8,-0.3
OC(c1ccccc1)c1cccnc1 (stereo not given),0.2,3.6,6.4,-0.6,16.5,-0.4,-11.7,-0.4,-2.6
CCn1nc([N+](=O)[O-])c2c(-c3nc4ccccc4o3)c(N)n(CCCOC)c2c1=O,2.2,-16.7,8.3,0.4,-11.0,1.1,-1.6,-3.3,28.5
COc1ccc(Cl)cc1NC(=O)c1c(-c2ccccc2)noc1C,0.3,-0.7,6.7,0.9,16.0,0.7,2.9,-3.1,8.9
Cn1ncc(C(N)=O)c1NC(=S)NC(=O)c1ccc(Br)o1,1.6,0.8,4.1,0.7,-29.6,-0.1,0.2,1.4,16.5
COC(=O)C1(S(=O)(=O)c2cccc3nsnc23)CC1,-1.2,-3.3,8.7,0.0,25.2,0.1,-9.4,-2.6,-8.0
O=C(CN1CCc2ccccc21)NCc1ccc2c(c1)OCO2,0.6,0.1,12.4,0.6,2.2,-0.4,2.1,0.1,1.8
O=[N+]([O-])c1ccc2c(c1)C(N1CCOCC1)/C(=C/COc1ccc3ccccc3c1Br)O2 (stereo not given),0.6,1.7,15.1,-2.2,4.8,-0.8,-4.3,1.8,1.4
NC(=O)NC(=O)COC(=O)/C=C/c1cccs1,0.4,-0.2,2.3,2.1,-1.5,3.4,2.0,0.6,25.5
Cc1ccc(S(=O)(=O)NC(=O)Nc2nccs2)cc1,0.4,-3.5,1.6,1.9,-4.9,3.9,-1.5,-2.3,-0.9
O=C(/C=C/Nc1ccccc1Oc1ccccc1)c1ccco1,0.2,11.6,8.1,1.4,64.9*,-0.5,-3.2,27.7,-14.5
c1ccc(-c2ccc(CN3CCN(c4ncccn4)CC3)cc2)cc1,0.4,-5.4,5.2,0.9,-13.3,-0.7,0.3,-4.7,1.9
CCCCCCCCCCCC(=O)N1CC(=O)NC(=O)C1,0.0,-3.8,3.8,-0.1,5.2,1.0,-11.7,-7.0,-12.7
COc1cccc(C(=O)N2CCC(O)(c3cccnc3)CC2)c1,0.1,1.1,10.4,2.6,2.4,1.7,9.3,-2.8,12.5
COc1ccc(NC(=O)c2cc3nc(-c4ccccc4)cc(-c4ccccc4)n3n2)c(OC)c1,46.9,-7.7,13.5,1.4,27.3,2.1,-8.4,-2.1,0.5
O=C(CNC(=O)c1cccs1)NCCN1CCN(Cc2ccccc2)CC1,0.4,3.4,5.3,0.9,-3.1,0.6,6.8,1.3,4.0
CCOC(=O)N1CCC(N(C(=O)Nc2cccc(OC)c2)C(C)CC)CC1 (stereo not given),0.2,-1.2,7.8,0.3,9.5,-2.4,-9.3,0.7,0.1
O=C(O)CCCc1ccccc1,35.5,2.8,nt,1.4,0.5,0.1,-8.2,-0.9,-6.8
CCC(C)C(=O)N1c2ccccc2C(=C2SC(C(=O)OC)=C(C(=O)OC)S2)C(=S)C1(C)C (stereo not given),-0.1,8.9,3.7,-0.1,27.3,-13.7,-8.2,18.9,-2.0
COc1ccc(C(c2sc3nc(C)nn3c2O)N2CCc3ccccc3C2)cc1 (stereo not given),0.0,0.3,7.3,-0.2,-7.5,0.3,-11.1,6.4,-4.4
CCN(CC)C(=O)CSc1nnc([C@@H](N)Cc2ccccc2)o1,nt,-2.4,2.6,nt,11.7,nt,nt,-1.5,nt
CCOc1ccc(NC(=S)C(C#N)=C2N(C)c3ccccc3N2C)cc1,-0.5,5.2,6.3,1.2,-0.5,-0.3,-15.6,nt,-7.4
Nc1nnc(-c2ccc(Cl)cc2)s1,-0.3,-5.6,8.5,0.6,-28.8,-3.1,-13.3,-0.4,-22.7
CC1CCC2(CC1)NC(=S)N(c1ccccc1)N2 (stereo not given),-0.5,4.0,13.0,0.8,-7.1,0.2,0.9,1.7,-1.3

Screening data from PubChem.

A portion of the library, so the mix of outcomes need not match the whole.
